influenza NS1A: H1N1 influenza NS1A inhibitors, functional cell based assay (AID 504329); NS1A functional cell-based assay, percent inhibition; higher % means a stronger effect; actives 0.3% (n = 340,000); inhibition, % at 12.5 µM; hits with a dose series show IC50 in µM; in the data active = a potency from the dose series; inconclusive = inhibition above about 27% without an active follow-up result; also: strong numbers were not always called active
Salmonella PhoP GFP: PhoP regulon inhibitors, Salmonella typhi PhoP promoter GFP reporter, confirmatory (AID 1850). Salmonella Typhi PhoP-promoter GFP reporter, fluorescence, 4 h; higher % means a stronger effect. inhibition, % at 50 µM, or IC50 in µM where a hit was titrated. actives 0.33% (n = 310,000); in the data active = a potency from the dose series; inconclusive = inhibition mostly from about 25% at the one dose, without a potency; inactive = the rest, 99 in 100 with inhibition below about 19%;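 also: 0% = induced wells with vehicle and 100% = uninduced wells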
M. tuberculosis: growth inhibition of non-replicating M. tuberculosis (AID 488890) | Mycobacterium tuberculosis non-replicating, growth inhibition; higher % means a stronger effect | one-dose inhibition, % at 25 µM; IC50 in µM for titrated hits | actives 0.39% (n = 320,000); in the data active = a potency from the dose series; inconclusive = inhibition mostly from about 82% at the one dose, without a potency; inactive = the rest, 99 in 100 with inhibition below about 76%;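 also: plate controls were DMSO cells for no effect and high antibiotic wells for full effect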
M. tuberculosis HTS: M. tuberculosis growth inhibition, HTS (AID 449762); M. tuberculosis H37Rv growth inhibition, 7H9 media; higher % means a stronger effect; inhibition, % at 25 µM; hits with a dose series show IC50 in µM; actives 0.59% (n = 330,000); in the data active = a potency from the dose series; inconclusive = inhibition above about 70% without an active follow-up result;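 also: bacterial growth assessed after seven days of incubation; strong numbers were not always called active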
inhibitors of VEEV: inhibitors of VEEV TC-83 cytopathic effect, confirmation, Vero cells (AID 588727) | actives 0.13% (n = 350,000) | one-dose inhibition, % at 20 µM; IC50 in µM for titrated hits | Vero cells, VEEV TC-83 cytopathic effect inhibition; higher % means a stronger effect; in the data active = a potency from the dose series; inconclusive = inhibition mostly from about 14% at the one dose, without a potency; inactive = the rest, 99 in 100 with inhibition below about 12%; also: strong numbers were not always called active
inhibitors of VEEV 10K pilot screen: recorded beside inhibitors of VEEV, whose call it bears; inhibition, %; measured here: 10K pilot screen inhibition
* hit, by the source's call; i = inactive; ? = inconclusive; . = no result given; & = joins results of further samples.

SMILES | influenza NS1A | Salmonella PhoP GFP | M. tuberculosis | M. tuberculosis HTS | inhibitors of VEEV | others
CCC(C)[C@H](NC(=O)N1CC(=O)Nc2ccccc21)C(=O)NC(C)CCc1ccccc1 (stereo not given in full) | -8% | -7% | -3% | -2% | 3.3%
COc1ccc2c(Cl)c(C(=O)N/N=C/c3ccncc3)sc2c1 | 7% | -1% | 22% | 2% | 3.9%
COc1ccc(S(=O)(=O)N2CCOCC2)cc1NC(=O)Cn1nnc2ccccc2c1=O | -6% | -3% | -23% | -6% | 2.1%
CSc1nsc(SCC(=O)Nc2ccc(C(=O)O)cc2)n1 | -1% | 2% | 30% | 3% | i
CCn1cc(C(=O)NC2CCCCCC2)c2cc(OC)c(OC)cc2c1=O | -3% | -7% | 5% | 6% | 7.0%
C/C(CCc1ccc2c(c1)OCO2)=N\N=C1\NC(=O)CC(C(=O)Nc2ccc(C(=O)O)cc2)S1 (stereo not given) | 10% | . | . | . | i
Cc1cc2c(cc1S(=O)(=O)NCC(C)c1ccccc1)n(C)c(=O)c(=O)n2C (stereo not given) | 2% | 11% | -6% | -2% | 1.6%
O=C(Cn1ccc(NC(=O)OCc2ccccc2)nc1=O)NCc1ccc2[nH]ccc2c1 | -13% | . | -1% | -3% | 0.5%
C/C(=N\O)c1ccc2c(c1)CC(C)O2 (stereo not given) | -12% | 3% | 0% | -5% | 0.5%
CCCC1S/C(=N/N=C/c2ccc(C)cc2)N(Cc2ccc(OC)cc2)C1=O (stereo not given) | 0% | -5% | -9% | 0% | i
S=C(NCc1ccco1)NCc1ccco1 | 6% | . | . | . | 4.5%
CCS(=O)(=O)N1CCC(c2nc3ccccc3[nH]2)CC1 | 1% | -23% | -17% | 3% | 0.9%
CC(C)CCNC(=O)C1CCN(S(=O)(=O)c2ccc(-n3cnnn3)cc2)CC1 | -10% | -11% | -9% | 9% | 0.3%
N#Cc1nc(-c2ccccc2F)oc1N1CCCCC1 | -9% | 7% | 16% | -8% | i
CN(C)CCNc1nc2sc3c(c2c(=O)n1-c1ccc(F)cc1)CCCCC3 | 4% | 16% | 42% | 6% | i
OCCC1CN(Cc2cnc(-c3ccccc3)s2)CCN1Cc1ccccc1 (stereo not given) | -15% | 0% | -6% | -3% | 1.0%
CCOC(=O)COn1c(=O)c(-c2ccc(Br)cc2)[n+]([O-])c2ccccc21 | 21% | 5% | -5% | 4% | 0.4%
CCCNC(=O)c1c(N)n(Cc2ccc3c(c2)OCO3)c2nc3ccccc3nc12 | -21% | -3% | 10% | -22% | 5.1%
Cc1cc(C)n2nc(SCc3nnc(SCc4ccccc4)s3)nc2n1 | -15% | 2% | 34% | -2% | i
CCC(C)NC(=O)CSC1=Nc2ccccc2C2=NC(c3ccccc3)C(=O)N12 (stereo not given) | -5% | 2% | 36% | 5% | 5.8%
O=C(Nc1ccc2c(c1)C(=O)N(CC1CCCO1)C2=O)c1ccc(Cl)c(Cl)c1 (stereo not given) | -12% | -6% | -1% | -4% | 1.2% | inhibitors of VEEV 10K pilot screen=0.7
Cc1nc2c(ncn2-c2ccccc2)c(=O)n1NC(=O)CN1CCCCC1 | -1% | 0% | -11% | -1% | 2.8%
O=C(NN=Cc1c(F)c(F)c(F)c(F)c1F)c1ccc(NS(=O)(=O)c2cccs2)cc1 | -15% | . | 9% | 1% | 6.9%
CN(C)c1ccc(-c2nnn(CC(=O)N3c4ccccc4CCc4ccccc43)n2)cc1 | 11% | -5%&-9% | 25% | 6% | 0.4%
CC(NC(=O)COc1ccc(-c2nnco2)cc1)c1ccc(Cl)cc1Cl (stereo not given) | -11% | -6% | 59% | 6% | 0.0%
COc1ccccc1NC(=O)C(=O)NCCC1CCCCN1S(=O)(=O)c1ccccc1 (stereo not given) | -5% | -7% | 5% | 4% | 9.2%
O=C(CN(C(=O)c1ccc(Cl)cc1)N1C(=O)C2CCCCC2C1=O)c1ccc(Cl)cc1 (stereo not given) | -3% | 1% | 2% | -14% | i
C/C(=N\NC(=O)Cn1c(-c2ccccn2)nc2ccccc21)c1cccc(O)c1 | -3% | -6% | -19% | 7% | 1.7%
CCCCNC(=S)N/N=C/c1cc(C)ccc1C | -3% | 4% | 80% | 65% | 1.4%
COc1cccc(C(CC(=O)O)NS(=O)(=O)c2ccc3c(c2)N(C(C)=O)CC(C)O3)c1 (stereo not given) | 7% | -17% | -5% | 9% | i

Compounds shown so far that have a halogen:
SMILES | influenza NS1A | Salmonella PhoP GFP | M. tuberculosis | M. tuberculosis HTS | inhibitors of VEEV | others
COc1ccc2c(Cl)c(C(=O)N/N=C/c3ccncc3)sc2c1 | 7% | -1% | 22% | 2% | 3.9%
N#Cc1nc(-c2ccccc2F)oc1N1CCCCC1 | -9% | 7% | 16% | -8% | i
CN(C)CCNc1nc2sc3c(c2c(=O)n1-c1ccc(F)cc1)CCCCC3 | 4% | 16% | 42% | 6% | i
CCOC(=O)COn1c(=O)c(-c2ccc(Br)cc2)[n+]([O-])c2ccccc21 | 21% | 5% | -5% | 4% | 0.4%
O=C(Nc1ccc2c(c1)C(=O)N(CC1CCCO1)C2=O)c1ccc(Cl)c(Cl)c1 (stereo not given) | -12% | -6% | -1% | -4% | 1.2% | inhibitors of VEEV 10K pilot screen=0.7
O=C(NN=Cc1c(F)c(F)c(F)c(F)c1F)c1ccc(NS(=O)(=O)c2cccs2)cc1 | -15% | . | 9% | 1% | 6.9%
CC(NC(=O)COc1ccc(-c2nnco2)cc1)c1ccc(Cl)cc1Cl (stereo not given) | -11% | -6% | 59% | 6% | 0.0%
O=C(CN(C(=O)c1ccc(Cl)cc1)N1C(=O)C2CCCCC2C1=O)c1ccc(Cl)cc1 (stereo not given) | -3% | 1% | 2% | -14% | i

2 records drawn at random from those above:
SMILES | influenza NS1A | Salmonella PhoP GFP | M. tuberculosis | M. tuberculosis HTS | inhibitors of VEEV | others
C/C(=N\O)c1ccc2c(c1)CC(C)O2 (stereo not given) | -12% | 3% | 0% | -5% | 0.5%
O=C(NN=Cc1c(F)c(F)c(F)c(F)c1F)c1ccc(NS(=O)(=O)c2cccs2)cc1 | -15% | . | 9% | 1% | 6.9%

Remaining list, next part:
SMILES | influenza NS1A | Salmonella PhoP GFP | M. tuberculosis | M. tuberculosis HTS | inhibitors of VEEV | others
Nc1nc(CSc2nnnn2-c2ccc(Cl)cc2)nc(N2CCOCC2)n1 | -1% | 0% | 2% | 4% | 1.0%
COc1cc(N/N=C(\C)c2ccc(N)cc2)nc(-c2ccccc2)n1 | -1% | 6% | 26% | ? | 0.3%
CCOc1cc2[nH]c(=S)n(CCN3CCC(C)CC3)c(=O)c2cc1OCC | 7% | -1% | 2% | -7% | i
CC(=O)N1CCOc2ccc(S(=O)(=O)N3CCCC(C)C3)cc21 (stereo not given) | -3% | -9% | 7% | 1% | 1.1%
COc1ccc(-n2c(N)cc(=O)nc2SCC(=O)N2CCN(c3ccccc3)CC2)cc1 | -8% | 4% | -7% | 4% | 7.7%
CCCN(CC(=O)Nc1ccccc1C)C(=O)c1ccc(COc2ccccc2)cc1 | -7% | -3% | 33% | -1% | 6.4%
O=C(Nc1ccccc1)N(Cc1ccc(Cl)cc1)CC(O)C(F)(F)F (stereo not given) | -1% | -2% | 2% | 5% | 1.4%
CCOc1ccc(NC(=O)CSc2nnc(-c3ccccn3)n2C)cc1 | -3% | -5% | 66% | ? | 2.0%
COC(=O)c1ccc(N/N=C/c2cc([N+](=O)[O-])cc(OC)c2O)cc1 | -2% | 4% | 6% | 99% | 6.6%
C/C(=N\NC(=O)CNc1ccc(F)cc1)c1cc2ccccc2o1 | 1% | 1% | 32% | 4% | 2.1%
CC1(C)NC(=O)N(CC(O)COc2cc3ccccc3cc2C(=O)N2CCCCC2)C1=O (stereo not given) | -5% | 15% | 9% | -4% | 1.3%
CCOc1ccc(NS(=O)(=O)c2ccc(C(=O)NCCN3CCOCC3)cc2)cc1 | -1% | 4% | -12% | -4% | 0.9%
COc1ccc(Cc2nnc(NC(=O)c3ccco3)s2)cc1 | -9% | 4% | 10% | 0% | 7.8%
CCOCCCn1c(N)c(C(=O)Nc2sc3c(c2C(=O)OC)CCCC3)c2nc3ccccc3nc21 | 7% | 0% | 9% | 11% | 8.2%
CCN(C(=O)CSc1nnc(-c2ccc(OC)cc2)n1N)c1c(N)n(Cc2ccccc2)c(=O)[nH]c1=O | -2% | . | . | . | 1.1%
O=C(CN1C(=O)C2CC=CCC2C1=O)N1CCN(c2ccc([N+](=O)[O-])cc2)CC1 (stereo not given) | 2% | 2% | 26% | 0% | 0.6%
COc1ccc(S(=O)(=O)NCc2cccnc2)cc1NC(=O)c1ccccc1 | 0% | -9% | -6% | -7% | 1.3%
CCOC(=O)c1ccccc1NC(=O)CSc1nnc(COc2ccccc2C)n1C | -5% | 10% | 36% | -10% | 1.0%
Cc1ccc(C)c(OCC(=O)Nc2ccc3c(c2)OCO3)c1 | 2% | 3% | 13% | -3% | 1.4%
CN(c1ccccc1C(=O)Nc1ccccc1-c1ccccc1)S(C)(=O)=O | 0% | -2% | -5% | 0% | 1.1%
COc1cccc(CN(C)C(=O)c2ccc(OCC(=O)Nc3cccc(C(F)(F)F)c3)c(OC)c2)c1 | 1% | 8% | 13% | ? | 0.4%
O=C1Nc2cc(Cl)c(Cl)cc2N(O)N1c1cc(Cl)cc(Cl)c1 | 6% | -15% | -16% | -3% | 0.1%
Cc1cc(N2CCCCC2)ccc1C=C1C(=O)N(C)C(=S)N(C)C1=O | 10% | -8% | 9% | 6% | 0.9%
O=C(COc1ccc(-n2cnnn2)cc1)NC(=O)NCc1ccccc1 | -18% | 0% | -3% | -7% | 1.4%
O=c1c(C=Nc2ccc(Cl)cc2)c[nH]n1-c1cccc(Cl)n1 | 2% | 5% | 40% | 0% | 3.4%
CC(c1nnc(SCC(=O)c2c(N)n(C3CC3)c(=O)[nH]c2=O)n1-c1ccc(F)cc1)N(C)C (stereo not given) | -1% | . | 13% | 4% | 0.2%
S=c1[nH]nc(Nc2ccc(Cl)cc2)s1 | 5% | 2% | -5% | -5% | 3.0%
O=C(CN(C(=O)CCC(=O)Nc1ccccn1)c1cccc(F)c1)NCc1ccc2c(c1)OCO2 | 0% | -5% | 7% | -4% | 1.8%
Cc1sc2ncnc(OCC(=O)N3CCN(C(=O)c4ccco4)CC3)c2c1C | -12% | -7% | -6% | -3% | i
COCc1cc(=O)n2[nH]c(-c3ccc(C)cc3)cc2n1 | 1% | 0% | -2% | -4% | 0.5%

Four compounds from above, arranged by heavy-atom count, low to high.
SMILES | influenza NS1A | Salmonella PhoP GFP | M. tuberculosis | M. tuberculosis HTS | inhibitors of VEEV | others
S=C(NCc1ccco1)NCc1ccco1 | 6% | . | . | . | 4.5%
COc1ccc2c(Cl)c(C(=O)N/N=C/c3ccncc3)sc2c1 | 7% | -1% | 22% | 2% | 3.9%
C/C(=N\NC(=O)CNc1ccc(F)cc1)c1cc2ccccc2o1 | 1% | 1% | 32% | 4% | 2.1%
COc1cccc(C(CC(=O)O)NS(=O)(=O)c2ccc3c(c2)N(C(C)=O)CC(C)O3)c1 (stereo not given) | 7% | -17% | -5% | 9% | i

Following part.
SMILES | influenza NS1A | Salmonella PhoP GFP | M. tuberculosis | M. tuberculosis HTS | inhibitors of VEEV | others
COc1ccccc1N1CCN(C(=O)CCS(=O)(=O)c2ccc3c(c2)NC(=O)C(C)S3)CC1 (stereo not given) | -5% | -13% | 26% | 4% | 5.2%
O=C(O)c1cccc(-n2cccc2/C=C2/SC(=O)N(CC(=O)N3CCCC3)C2=O)c1 | 10% | 0% | -1% | 7% | 1.9%
CCn1c(=O)c2c(nc3n2CCCN3Cc2ccccc2)n(C)c1=O | -4% | -5% | -4% | 5% | 0.8%
COc1cc(NC(=O)CSc2nc(=O)n(CCN3CCOCC3)c3c2CCC3)cc(OC)c1 | -8% | 7% | . | 2% | 4.7%
O=C(CSc1cccc2cccc(Cl)c12)NCc1cccs1 | -9% | 0% | ? | 18% | 1.6%
O=C1NN(c2cccc(Br)c2)C(=O)/C1=C\c1ccccc1 | 19% | 2% | 3% | 6% | 0.5%
Cc1cnc(SCCc2ccncc2)nc1C | . | -11% | -6% | 3% | .
CCN(CC(=O)NCc1ccc(Cl)cc1)C(=O)COc1cccc(C(F)(F)F)c1 | 9% | 0% | 17% | -11% | 0.9%
COc1ccccc1-c1nc(C#N)c(N2CCCCCC2)o1 | 3% | -13% | 20% | 7% | 1.7%
Cc1cc(C(=O)NCc2ccco2)c2ccccc2n1 | -2% | -6% | -13% | 3% | 0.4%
O=C(Cc1nn[nH]n1)c1ccccc1O | -6% | -2% | 12% | -2% | 0.2%

Screens: PubChem BioAssay, Southern Research Specialized Biocontainment Screening Center
